# From PubChem BioAssay
# CCT chaperon mod: cytosolic chaperonin activity modulation | purified chaperonin ATPase assay, HTRF ADP detection, 30 min | activity change, % (concentration not given with the values), hits read low | 360,000 tested, 0.3% active | AID 651819; in the data active means activity change below about -30%; further: on the % scale 0 is the no-effect control and ±100 the full control effect
#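 ATPase activity: ADP formed was measured by HTRF Transcreener (665/615 nm ratio) after 30 min at 37 deg C with 10 uM ATP. Compounds screened at one 76 uM concentration against 40 or 20 nM TRiC in Tris pH 7.4/KCl/MgCl2/DTT buffer.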
# HepG2 viability: kills HepG2 cells in TGF-b inhibitor counter-screen | HepG2 CAGA-GFP viability, ATP luminescence, 18 h | Potency, µM (series often up to 46.1 µM), for inactives: top-dose activity change, negative = cytotoxicity, usual class: cytotoxic | 410,000 tested, 0.76% active | AID 588856; further: potency means the concentration at half of the fitted maximal effect; some results filed as inactive show a strong effect at the top dose
#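 HepG2 CAGA-GFP cells (1000/well, DMEM with 1% FBS) received compound, then TGF-beta at 500 pg/mL final, and were incubated 18 hours at 37 degrees C. Viability was read by CellTiter-Glo luminescence. Media-only wells were set as complete cell-killing and DMSO as no toxicity.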
# Abeta yeast res: compounds reversing amyloid beta toxicity in yeast; Potency, µM (top dose mostly 46.1 µM), for inactives: at the highest dose growth rescue, usual class: activators; yeast expressing A-beta42, growth rescue, OD600, 48 h; response scale: 0% DMSO, 100% iron-clioquinol control; 410,000 tested, 0.063% active; further: potency means the concentration at half of the fitted maximal effect; nearly all actives have a fitted effect of over 55% in size
#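 Yeast growth medium received pinned compounds, then yeast cells expressing toxic A-beta were added; plates incubated at 30 C for 48 hr. Growth read as absorbance at 600 nm, normalized to DMSO and equimolar FeCl3 plus clioquinol controls.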
# MmCpn inh: inhibitors of Methanococcus maripaludis chaperonin (MmCpn); Potency, µM (doses to about 76.9 µM), for inactives: top-dose activity, negative = inhibition, hits mostly inhibitors; 330,000 tested, 0.031% active; purified Mm-Cpn ATPase, ADP Transcreener TR-FRET; further: potency means the concentration at half of the fitted maximal effect; on the % scale 0 is the no-effect control and ±100 the full control effect; nearly all actives have a fitted effect of over 80% in size
#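 Compound-treated chaperonin, 25 nM final, turns over 10 uM ATP at 37°C for 30 min following a 10 min preincubation; ADP generated competes with ADP-d2 for Eu-cryptate antibody, lowering FRET.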
# Nrf2 activator: Nrf2 pathway activation; AREc32 ARE-luciferase reporter (MCF7-derived line), luminescence, 24 h; Potency, µM (series often up to 46.1 µM), for inactives: at the top dose activation, hits mostly activators; 410,000 tested, 0.31% active; AID 624171; further: potency means the concentration at half of the fitted maximal effect; % of control where 0% means no effect; nearly all actives have a fitted effect of over 65% in size
#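 Nrf2 activation is followed as ARE-luciferase induction in the AREc32 line after one day of compound treatment; luminescence is read with Steady-Glo.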
# pAkt inh: inhibitors of Akt phosphorylation. Neuro2A IGF-stimulated pAkt S473 HTRF, 20 min; hits give low values. activity change, % for hits at 50 µM. 360,000 tested, 0.32% active. AID 651550; in the data active means activity change below about -80%; inconclusive means mostly about -51% to -80%; further: on the % scale 0 is the no-effect control and ±100 the full control effect
#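 Neuro2A cells (4,500/well, DMEM with 0.5% FBS) were treated with compound at a single 50 µM final concentration, stimulated with 6 nM IGF for 20 min at 37 °C, and lysed. Phospho-Akt Ser473 was read by HTRF as 665/615 ratio ×10^4.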
# TGFb SMAD3 inh: blocks TGF-b signaling; HepG2 CAGA-GFP TGF-b/SMAD3 reporter, GFP fluorescence, 18 h; TGF-beta stimulated, 500 pg/mL final; Potency, µM (doses to about 46.1 µM), for the others: at the highest dose activity, negative = inhibition, actives largely listed as inhibitors; 410,000 tested, 1.2% active; further: potency means the concentration at half of the fitted maximal effect; on the % scale 0 is the no-effect control and ±100 the full control effect; nearly all actives have a fitted effect of over 65% in size
#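 HEPG2 CAGA-GFP, 1000 cells/well; 2 h settle, 37 C; cpd via pin tool; TGF-b 500 pg/mL final; 18 h, 37 C; GFP imaging ex488/em500-530; %Activity normalised to -TGF-b and +DMSO controls; CRC fit, curve class.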
# A549 tox: counter-screen for Nrf2 inhibitors: cytotoxicity in A549 cells | A549 ARE-Fluc cells, CellTiter-Fluor viability, 18-24 h | Potency, µM (doses to about 46 µM), for the others: at the top dose activity change, negative = cytotoxicity, hits mostly inhibitors | 390,000 tested, 0.16% active; further: potency means the concentration at half of the fitted maximal effect; on the % scale 0 is the no-effect control and ±100 the full control effect
#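 Cytotoxicity counterscreen: CellTiter-Fluor fluorescence was measured in A549 ARE_Fluc cells after 18-24 h of compound exposure in a concentration series. The subsequent BugLite luminescent read reports ARE-luciferase activity.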
# Nrf2 inh: Nrf2 pathway inhibition; A549 ARE-Fluc reporter, luciferase luminescence, 18-24 h; Potency, µM (titrated, usually from 46 µM), for inactives: at the top dose activity change, negative = inhibition, hits mostly inhibitors; 360,000 tested, 2.1% active; further: potency means the concentration at half of the fitted maximal effect; on the % scale 0 is the no-effect control and ±100 the full control effect; nearly all actives have a fitted effect of over 60% in size
#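 Nrf2 function is reported as luminescence of an ARE-controlled luciferase in A549 cells. Compounds were tested at several concentrations, and a CellTiter-Fluor read on the same wells flagged cytotoxicity.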
# * = called active by the depositor; i = inactive; ? = inconclusive; . = not tested or not shown; [ ] = remark or other dose. Unless noted, the call rests on the fitted dose curve; in most records, active means well fitted curve in the direction sought with a large enough effect; inconclusive means small, poorly fitted or top-dose-only effect, or another doubt; inactive means no such curve, though single readings can be large; an effect the other way counts as inactive or inconclusive.
SMILES | TGFb SMAD3 inh | HepG2 viability | MmCpn inh | Abeta yeast res | Nrf2 inh | pAkt inh | A549 tox | CCT chaperon mod | Nrf2 activator
Cc1ccc(NCc2cccnc2)cc1 | -2% | -1% | -2% | -5% | 5% | i | -1% | -3.1 | 8.4%
COc1ccccc1NC(=O)CC(NCc1ccccc1)C(=O)O (stereo not given) | 3% | -17% | 1% | -7% | 1% | i | 0% | -2.2 | 1.5%
N#CCNC(=O)c1nn2c(C(F)(F)F)cc(-c3ccccc3)nc2c1Br | -6% | 6% | -16% | -9% | 4% | i | -1% | -3.8 | 11%
Cc1nn(Cc2ccc(Cl)cc2)c(C)c1NC(=O)C(c1ccccc1)c1ccccc1 | ? | 6% | -2% | 4% | 15% | i | -5% | -3.1 | 0.8%
O=C(C/C=N\OCc1ccc([N+](=O)[O-])cc1)Nc1ccccc1 | -1% | -1% | 2% | 8% | -7% | i | -2% | -0.7 | -0.3%
O=C1Cc2cc(S(=O)(=O)Nc3ccc(N4CCOCC4)cc3)ccc2N1 | 3% | -41% | -2% | 8% | -1% | i | 2% | -1.9 | 0.4%
Cc1ccc(N2CC(c3nnc(NC(=O)c4ccco4)s3)CC2=O)cc1C (stereo not given) | -39% | 4% | . | 0% | 4% | . | -4% | . | -0.8%
COCCCNC(=O)CN(Cc1ccc(Cl)cc1)S(C)(=O)=O | -3% | -13% | 1% | 3% | 4% | i | 1% | -1.2 | -0.7%
CC(=O)Oc1ccc(/C=C2/SC(=S)N(Cc3ccccc3)C2=O)cc1 | 13% | -3% | 1% | -27% | -8% | i | 0% | -0.7 | -0.9%
CCOc1ccc(-n2c(Cc3cc(=O)[nH]c(=O)[nH]3)nnc2SCC(=O)Nc2nnc(C)s2)cc1 | -4% | 1% | 0% | -3% | 3% | i | -2% | -0.7 | 0.2%
COC(=O)c1cccc(N(C(=O)CNC(=O)c2ccco2)C(C(=O)NC2CCCC2)c2ccco2)c1 (stereo not given) | -16% | 1% | -1% | 3% | 4% | i | -10% | -5.9 | -0.4%
COc1ccc(OC)c(S(=O)(=O)Nc2cc(OC)c(Cl)cc2OC)c1 | 6% | -30% | . | -11% | ? | i | 1%[1.84 µM] | -5.5 | 0.3%
O=C(O)CCCC(=O)N1CCC(C(O)(c2ccccc2)c2ccccc2)CC1 | -12% | -12% | 0% | 21% | -26% | i | -9% | 1.9 | 0.1%
C#CCOCCOCCOCCNc1nc(N2CCN(C(=O)C([C@@H](C)O)n3cc([C@@H](N)CCCCN)nn3)CC2)nc(N2CCN(C(=O)[C@H](CCCCN)n3cc([C@@H](N)CC(N)=O)nn3)CC2)n1 (stereo not given in full) | 6% | -10% | -7% | -8% | -8% | i | -2% | -2.2 | -1.2%
COc1ccc(/C=C2\SC(=O)N=C2N)cc1OC | 15% | -10% | -3% | 2% | 14% | i | 6% | -1.6 | 1.2%
COc1ccccc1OCC(=O)Nc1cccc(S(=O)(=O)NC2=NCCCCC2)c1 | -6% | 2% | 2% | 2% | 8% | i | 2% | 1.3 | 2.3%
Cc1ccccc1CSc1ncc(Cl)c(C(=O)Nc2nc3ccc(F)cc3s2)n1 | ? | -8% | . | -25% | 21% | . | 1% | . | -0.2%
COC(=O)CSc1nc2ccc(NC(=O)CSc3nnnn3Cc3ccccc3)cc2s1 | ? | -49% | -5% | 7% | ? | i | ? | -0.1 | -0.4%
c1ccc(Nc2ccccc2)cc1 | 3% | 16% | 0% | 16% | -3% | i | 1% | -2.3 | 0.1%
CCCCNC(=O)C(CC)Sc1nc2sc(C(=O)OC)c(C)c2c(=O)n1N (stereo not given) | -9% | -34% | -3% | -9% | -1% | i | 9% | -2.6 | 0.3%
O=[N+]([O-])c1ccc(NN=Cc2cccc3ccccc23)nc1 | -1% | -1% | . | -6% | 2% | i | -10% | -3.6 | 2.4%
O=C(COC(=O)c1cc(=O)[nH]c2ccccc12)Nc1ccccc1F | -4% | -15% | 0% | 7% | ? | i | -1% | -1.2 | -0.5%
CCCc1nc(NCc2ccccc2)c(C#N)c2c1CCCC2 | -1% | 3% | 3% | -5% | ? | i | 7% | -2.3 | -0.3%
CCOC(=O)c1c(C)[nH]c(C(=O)COC(=O)c2ccc(F)c(S(=O)(=O)N3CCOCC3)c2)c1C | 13% | 1% | -3% | 19% | 20% | i | 3% | 0.1 | 0.3%
COc1ccc(C(=O)NCCS(=O)(=O)NC2CCCC2)cc1 | 11% | 2% | 0% | -5% | 6% | i | -13% | -1.6 | -0.4%

# Taken from above:
# CCOC(=O)c1c(C)[nH]c(C(=O)COC(=O)c2ccc(F)c(S(=O)(=O)N3CCOCC3)c2)c1C in Nrf2 activator shows 0.3%
# Cc1nn(Cc2ccc(Cl)cc2)c(C)c1NC(=O)C(c1ccccc1)c1ccccc1 in MmCpn inh shows -2%

# Continued:
SMILES | TGFb SMAD3 inh | HepG2 viability | MmCpn inh | Abeta yeast res | Nrf2 inh | pAkt inh | A549 tox | CCT chaperon mod | Nrf2 activator
COc1ccc(Nc2oc(-c3ccc(OC)cc3)nc2C#N)cc1 | ? | -29% | 0% | 1% | ? | i | -1% | -0.9 | 0.7%
Cn1c(=O)cc(OCCCC(=O)NCCN2CCN(c3ccccc3F)CC2)c2ccccc21 | -1% | 0% | 0% | 1% | 7% | i | 10% | -11 | 7.1%
COc1ccc(CNC(=O)CN2C(=O)NC(c3ccccc3)(c3ccccc3)C2=O)cc1 | 0% | -16% | 1% | -3% | -14% | i | 3% | -0.3 | 0.5%
CCOC(=O)N1CCC(NC(=O)CCC(=O)N2CCOc3ccc(C)cc32)CC1 | -16% | 8% | -1% | 8% | 15% | i | -5% | 1.0 | 3.1%
COc1ccc(C(=O)COC(=O)CNC(=O)c2ccc(OC)cc2)cc1 | -10% | 5% | -2% | 14% | -1% | i | 2% | 0.0 | -0.6%
COc1ccccc1NC(=O)Cc1noc(CN(C)Cc2cccs2)n1 | 1% | -11% | 1% | -16% | 9% | i | 0% | 1.6 | 3.7%
O=C(NC1(C(F)(F)F)NC(=O)N(CCc2ccccc2)C1=O)c1ccc(Cl)cc1 (stereo not given) | ? | -46% | . | 19% | 6% | . | 0% | . | 3.1%
CN(C)S(=O)(=O)c1ccc(N=Cc2c(C(F)(F)F)[nH]n(C)c2=O)cc1 | 4% | -1% | 2% | -1% | 6% | i | 1% | 2.1 | 0.5%
O=C(COC(=O)c1ccc[n+]([O-])c1)Nc1cc([N+](=O)[O-])ccc1Cl | -10% | 4% | 2% | 3% | 4% | i | -1% | -0.9 | 19%
Cc1ccc(/C=C2\SC(=S)N(CCC(=O)N3CCOCC3)C2=O)cc1 | -1% | -23% | -1% | 7% | ? | i | -13% | 2.1 | 26%
COc1ccc(NC(=S)NCC(O)c2ccccc2)c(OC)c1 (stereo not given) | 1% | 4% | 0% | 12% | 2% | i | 8% | -2.6 | -0.9%
CCCOc1ccc(N2CC(C(=O)Nc3cccc(Cl)c3Cl)CC2=O)cc1 (stereo not given) | -28% | -24% | . | -5% | ? | . | 1% | . | 0.2%
COc1cccc(C(=O)N2CCc3cc(OC)c(OC)cc3C2COc2ccc3c(C)cc(=O)oc3c2)c1 (stereo not given) | 4% | -5% | . | 5% | -17%[9.27 µM] | . | -2% | . | -1.3%
CC(=O)Nc1ccc(S(=O)(=O)n2nc(C)cc2C)cc1 | -11% | -1% | 2% | 6% | 2% | i | -1% | -2.5 | 0.3%
CCOc1ccc(NC(=O)CN(C)C(=O)Cn2c(=O)cnc3ccccc32)cc1OCC | -17% | -22% | 2% | -9% | 2% | i | -2% | 2.0 | 0.4%
O=C(CNc1cccc(S(=O)(=O)N2CCCC2)c1)Nc1ccc(F)c(F)c1 | ? | 9% | 0% | -10% | 26µM* | i | -28% | -2.8 | 0.7%
Cn1c(=O)[nH]c(=O)c2c1nc(CN1CCN(c3ccc(F)cc3)CC1)n2CCc1ccccc1 | 1% | 7% | -1% | 2% | 2% | i | 1% | 1.0 | -0.6%
COc1ccc(/C=C2\SC(=O)N(CCNC(=O)Cc3coc4cc(OC)ccc34)C2=O)cc1 | ? | -20% | -1% | 23% | ? | i | -1% | -2.2 | 1.5%
COC(=O)[C@]12CCCCC=C1N(Cc1ccccc1)C(=O)[C@H](CC(=O)NCCCN1CCCC1=O)C2 | . | . | . | -2% | . | i | . | 0.5 | -1.0%
COc1ccc(-n2nc(C(=O)Nc3cc(C)c(Cl)cc3OC)c3c4ccccc4n(C)c3c2=O)cc1 | 1% | 2% | . | 6% | 3% | . | 0% | . | -0.8%
Cc1cc(=O)oc2cc(OCC(=O)N3CC[C@@]4(O)CCCC[C@H]4C3)ccc12 | -1% | 3% | 2% | -11% | -4% | i | -3% | -5.8 | -0.9%
O=C(CN=C1NS(=O)(=O)c2ccccc21)OCC(=O)c1ccccc1 | -10% | 4% | 2% | -13% | 6% | i | -5% | -1.7 | 0.1%
COc1cc(CNCc2ccc(C)cc2)cc(OC)c1OC | 0% | 3% | 0% | -4% | -17% | i | -1% | 0.2 | -0.5%
CCCNC(=O)NCc1ccc(N2CCCC2=O)cc1 | 2% | -3% | 2% | -19% | 15% | i | -1% | -0.9 | 0.2%
O=C(C[n+]1cccc(/C=N/O)c1)N1CCCc2ccccc21 | 0% | 7% | -3% | -16% | -3% | i | -1% | -2.7 | 2.8%
Nc1cc(S(=O)(=O)O)cc([N+](=O)[O-])c1O | -20% | 1% | -4% | -29% | -9% | i | 1% | 0.2 | -0.7%
CN(C)CC/C=C1/c2ccc(F)cc2Sc2ccc(Cl)cc21 | ? | 16µM* | . | -19% | 13% | i | 4% | 0.5 | -0.1%
Cc1ccccc1NC(=O)COC(=O)COc1ccc2c(c1)CCC2 | 0% | 13% | -1% | -14% | 10% | i | -7% | -0.4 | 0.1%
